RGS4 pot: RGS4 potentiators or activators, primary screen, cell-based, HEK293 M3R inducible RGS4, calcium flux. carbachol calcium flux Fluo4; active compounds read low. B-score at 10 µM. actives 0.92% (n = 310,000);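 active = B-score of the integrated calcium signal more than 4 SD below the library mean, with starting fluorescence not abnormally high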;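 also: negative B-score means reduced calcium response which marks RGS4 activation or potentiation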
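System: HEK293 FlpIn-TREx cells, stable M3R, doxycycline-inducible RGS4. Timing: overnight RGS4 induction, 30 min dye load 37 °C, 20 min compound RT. Also added: carbachol, ECmax concentration. Measured by: Fluo4 fluorescence kinetic imaging of calcium. Evaluation: integrated calcium ratio converted to B score.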
HDAC3 inhib: HDAC3 deacetylase inhibitors, primary screen, biochemical, fluorescence, cell-free homogeneous. Histone deacetylase 3 (Homo sapiens), O15379. recombinant HDAC3, fluorogenic peptide/trypsin coupled. inhibition, % at 8.3 µM. actives 0.15% (n = 320,000). AID 2718, 2010; in the data active = inhibition above about 26%, passing the limit was not always enough; inconclusive = no clear call, values can overlap the other calls
Target sequence (O15379 whole entry, looked up): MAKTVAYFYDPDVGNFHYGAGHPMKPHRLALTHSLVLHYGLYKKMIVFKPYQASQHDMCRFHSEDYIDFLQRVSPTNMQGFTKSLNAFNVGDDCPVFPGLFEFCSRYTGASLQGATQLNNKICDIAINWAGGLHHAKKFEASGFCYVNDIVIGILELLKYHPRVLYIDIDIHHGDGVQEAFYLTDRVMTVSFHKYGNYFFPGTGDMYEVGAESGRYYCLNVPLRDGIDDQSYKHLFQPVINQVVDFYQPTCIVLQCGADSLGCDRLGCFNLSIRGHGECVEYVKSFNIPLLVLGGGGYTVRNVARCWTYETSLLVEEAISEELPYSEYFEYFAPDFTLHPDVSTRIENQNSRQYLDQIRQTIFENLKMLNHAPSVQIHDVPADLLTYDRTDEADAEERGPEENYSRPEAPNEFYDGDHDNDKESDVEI
MrgX1 PAM: positive allosteric modulators of MrgX1, primary screen, HEK293 cells, Fluo-4 calcium flux; FDSS; active compounds read high; B-score at 10 µM; actives 0.63% (n = 310,000); AID 588675, 2011;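 active = plate-corrected calcium response at least 3 library SD above typical, normal starting fluorescence, not activating the receptor alone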;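 also: compound read alongside a low EC10 to EC30 dose of BAM8-22 agonist; peak minus trough fluorescence over baseline measured at the second addition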
Target sequence (Q96LB2 whole entry, looked up): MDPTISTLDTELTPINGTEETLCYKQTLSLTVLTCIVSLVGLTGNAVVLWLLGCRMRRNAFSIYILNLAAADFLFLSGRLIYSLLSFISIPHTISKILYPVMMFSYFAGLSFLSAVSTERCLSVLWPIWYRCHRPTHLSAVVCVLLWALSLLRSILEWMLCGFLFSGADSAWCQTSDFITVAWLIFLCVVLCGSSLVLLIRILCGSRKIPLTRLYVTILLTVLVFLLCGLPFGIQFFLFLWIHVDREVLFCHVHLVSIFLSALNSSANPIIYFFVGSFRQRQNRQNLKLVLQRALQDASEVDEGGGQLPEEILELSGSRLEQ
TRPC6 act: mouse TRPC6 channel activators, primary screen, cell-based, HEK293, membrane potential dye; B-score at 10 µM; Short transient receptor potential channel 6 (Mus musculus), Q61143; HEK293-TRPC6 membrane potential dye fluorescence; active compounds read high; AID 2550, 2010; actives 0.13% (n = 310,000);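 active = B-score of the integrated fluorescence ratio above library mean plus 3 SD, and starting fluorescence ratio within library mean plus 5 SD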;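 also: higher score means more depolarization so channel activation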
TMEM16A inh: TMEM16A chloride channel inhibitors, primary screen, cell-based, HTS | HEK293 TMEM16A/YFP iodide influx fluorescence, ionomycin | normalized B-score (activity score, 25-100; higher = stronger inhibition) at 10 µM | actives 1.2% (n = 310,000) | AID 588511, 2011 | Anoctamin-1 (Mus musculus), Q8BHY3;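 active = ratio plate-corrected score three or more library SD toward inhibition, starting fluorescence score within five deviations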;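 also: score derived from kinetic fluorescence span divided by baseline fluorescence per well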
ANO1 activ: TMEM16A chloride channel activators or potentiators, primary screen, cell-based, HTS; AID 623877, 2012; B-score at 10 µM; HEK293 TMEM16A/YFP-H148Q/I152L, iodide quench fluorescence; active compounds read low; actives 0.3% (n = 340,000); Anoctamin-1 (Mus musculus), Q8BHY3;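 active = fluorescence-ratio B-score plate-corrected deviation score at least 3 library SD below zero, with starting fluorescence score within 5 deviations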;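 also: channel opened by trigger with iodide after compound preincubation; score built on the fluorescence ratio of max minus min over baseline; more negative score means more quench and so TMEM16A activation or potentiation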
SKKanGAS inh: S. pyogenes SKKanGAS growth inhibitors in kanamycin, primary screen, streptokinase expression inhibitor project, SKKanGAS strain, BacTiter-Glo luminescence; actives 1.3% (n = 300,000); 6 h; inhibition, % at 7.5 µM;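 active = mean replicate score, as percent of positive control median, at least 50; inconclusive = mean below 50 but one replicate at or above 50; inactive = mean and every replicate below 50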;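 also: strain carries kanamycin resistance gene driven by streptokinase promoter and grows in 40 µg/ml kanamycin; loss of luminescence reflects streptokinase promoter inhibition or plain growth inhibition; 0% = median of DMSO wells and 100% = positive control at its reference dose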
RGS4 block: RGS4 inhibitors, primary screen, cell-based, HEK293 M3R inducible RGS4, calcium flux | Regulator of G-protein signaling 4 (Homo sapiens), P49798 | Fluo-4 calcium flux; active compounds read high; triggered by carbachol at its EC20 | B-score at 10 µM | actives 0.45% (n = 310,000) | AID 463165, 2010;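 active = B-score, a plate-corrected calcium signal, over three deviations above library mean, with baseline fluorescence within five deviations of library mean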;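 also: RGS4 expression induced by doxycycline in cells with stable M3 receptor; B-score is computed from the integrated fluorescence ratio over baseline after carbachol; higher B-score means a larger calcium signal and so more RGS4 inhibition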
Target sequence (P49798 whole entry, looked up): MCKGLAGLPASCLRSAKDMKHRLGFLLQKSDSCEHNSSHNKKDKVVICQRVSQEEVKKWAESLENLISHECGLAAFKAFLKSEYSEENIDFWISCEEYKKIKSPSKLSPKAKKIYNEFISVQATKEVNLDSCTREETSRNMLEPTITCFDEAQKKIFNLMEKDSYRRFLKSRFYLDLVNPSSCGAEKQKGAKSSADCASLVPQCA
TRPC6 inh: mouse TRPC6 channel inhibitors, primary screen, cell-based, HEK293, membrane potential dye; actives 1.1% (n = 310,000); B-score at 10 µM; ACh-evoked depolarization; active compounds read low; Short transient receptor potential channel 6 (Mus musculus), Q61143; AID 2553, 2010;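 active = B-score under library mean minus 3 SD, initial fluorescence not abnormally high, positive integrated signal ratio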;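 also: B-score derived from integrated fluorescence ratio over the kinetic read; more negative B-score means stronger inhibition of depolarization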
MrgX1 agonist: agonists of human MrgX1 receptor, primary screen, HEK293 cells, Fluo-4 calcium flux. Mas-related G-protein coupled receptor member X1 (Homo sapiens), Q96LB2. Fluo-4 calcium fluorescence, agonist mode; active compounds read high. B-score at 10 µM. actives 0.44% (n = 310,000);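 active = calcium response B-score plate-corrected fluorescence ratio at least 3 library SD, with starting fluorescence B-score inside 5 SD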
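Test system: HEK293 cells stably expressing human MrgX1 receptor; amount: 15,000 cells per well; doses: compound delivered in addition one of three; times: overnight plating before 1 h dye loading; detection: Fluo-4 NW calcium-flux fluorescence, kinetic read; read-out basis: B-scored fluorescence response ratio; controls: positive and negative controls per plate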
MrgX1 antagonist: antagonists of human MrgX1 receptor, primary screen, HEK293 cells, Fluo-4 calcium flux; actives 1.3% (n = 310,000); B-score at 10 µM; Mas-related G-protein coupled receptor member X1 (Homo sapiens), Q96LB2; BAM8-22 antagonism; active compounds read low;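 active = calcium-response B-score plate-corrected more than 3 library SD below zero, starting fluorescence within 5 deviations, no agonist response on first addition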;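 also: peak minus trough fluorescence over baseline after final BAM8-22 challenge near maximal dose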
Active calls of the source: *; i = inactive; ? = inconclusive; . = not tested or not shown.

SMILES	RGS4 pot	HDAC3 inhib	MrgX1 PAM	TRPC6 act	TMEM16A inh	ANO1 activ	SKKanGAS inh	RGS4 block	TRPC6 inh	MrgX1 agonist	MrgX1 antagonist
CCOc1ccc(-n2c(SCC(=O)Nc3ccc4c(c3)OCCO4)nc3c(c2=O)SCC3)cc1	.	?	i	.	i	i	.	.	.	i	i
COc1cc(NC(=O)Nc2c(C)n(C)n(-c3ccccc3)c2=O)cc(OC)c1OC	i	-3.0	i	i	i	i	-5.4	i	i	i	i
Cc1cc(NC(=O)Cc2ccccc2)nc2c1c(=O)oc1ccccc12	i	15.2	i	i	i	i	1.6	i	i	i	i
COc1ccc(Cl)cc1NC(=O)c1ocnc1C	i	-2.4	i	i	i	i	-7.8	i	i	i	i
CCc1ccc(C(=O)NNC(=S)Nc2ccc(S(N)(=O)=O)cc2)s1	i	-4.4	i	i	i	i	1.6	i	i	i	i
CC(C)(C)/C(O)=C/c1nc2cc(Cl)ccc2oc1=O	i	-0.3	i	i	i	i	4.8	i	i	i	i
CC(C)NC(=S)N/N=C/c1ccc2c(c1)OCCO2	i	6.9	i	i	i	i	-19.0	i	i	i	i
Cc1cc(=O)n2[nH]c(SCc3c(F)cccc3Cl)nc2n1	i	-5.7	i	i	i	i	6.5	i	i	i	i
Cc1ccc(-c2nc3cnccn3c2Nc2ccc3c(c2)OCCO3)o1	i	4.1	i	i	i	i	-0.2	i	i	i	i
O=C(Nc1cccc(Oc2ccc(C(=O)O)c(C(=O)O)c2)c1)c1ccc(-c2ccccc2)cc1	i	.	i	i	i	i	13.0	i	i	i	i
CC12CCC(C(=O)Nc3cccc(Cl)c3)(C(Br)C1=O)C2(C)C (stereo unspecified)	i	5.1	i	i	i	i	5.3	i	i	i	i
Cc1cccc(-n2ncc3c(NCc4ccc5c(c4)OCO5)ncnc32)c1	i	2.7	i	i	i	i	1.0	i	i	i	i
COc1ccc(NC(=O)CSc2nc(N)c(NC(=O)c3cccs3)c(=O)[nH]2)cc1	i	.	i	i	i	i	-11.9	i	i	i	i
COC(=O)CN1C(=O)N/C(=C/c2cc(Cl)c(OC)c(OC)c2)C1=O	i	4.6	i	i	i	i	-6.6	i	i	i	i
Cc1ccccc1C(=O)Nc1c(C)[nH]c(=O)[nH]c1=O	i	.	i	i	i	i	-1.7	i	i	i	i
O=C(Nc1nnc(Cc2ccc([N+](=O)[O-])cc2)s1)c1ccc2c(c1)OCO2	i	2.5	i	i	i	i	-7.3	i	i	i	i
CCN(c1cccc(C)c1)S(=O)(=O)c1ccc2c(c1)CCCN2C(C)=O	i	-3.7	i	i	i	i	0.0	i	i	i	i
Cc1c(C(=O)NCc2nnc(-c3ccccc3)o2)oc2c(F)cccc12	i	7.5	i	i	i	i	-9.4	i	i	i	i
C#CCOCCOCCOCCNc1nc(N2CCN(C(=O)[C@H](CCC(=O)O)n3cc(C(N)Cc4ccc(O)cc4)nn3)CC2)nc(N2CCN(C(=O)[C@H](CCC(=O)O)n3cc(C(N)Cc4ccc(O)cc4)nn3)CC2)n1 (stereo partly specified)	i	-1.7	i	i	i	.	-2.3	i	i	i	i
CCn1cc([N+](=O)[O-])c(C(=O)N2N=C(c3ccc4ccccc4c3)CC2c2ccccc2O)n1 (stereo unspecified)	i	1.0	i	i	i	i	36.4	i	i	i	i
CCOc1ccc(-c2nnn(CC(=O)NCc3ccc4c(c3)OCO4)n2)cc1	i	2.9	i	i	i	i	-3.6	i	i	i	i
Cc1ccccc1-c1noc(-c2ccc(O)cc2)n1	.	7.6	i	.	i	i	12.4	.	.	i	i
COc1ccc(NC(=O)c2cc(F)cc(F)c2)cc1Cl	i	-2.1	i	i	i	i	-10.9	i	i	i	i
CCC1C(=O)N=C(SCC(=O)Nc2ccc(Br)cn2)NC1=O (stereo unspecified)	i	-5.4	i	i	i	i	-14.9	i	i	i	i
O=C(NCCOC(=O)c1ccc(C(=O)OCCNC(=O)c2ccccc2)o1)c1ccccc1	i	1.0	i	i	i	i	0.4	i	i	i	i

(next part)
SMILES	RGS4 pot	HDAC3 inhib	MrgX1 PAM	TRPC6 act	TMEM16A inh	ANO1 activ	SKKanGAS inh	RGS4 block	TRPC6 inh	MrgX1 agonist	MrgX1 antagonist
O=C1c2cccnc2C(=O)N1Cc1ccc(Cl)cc1	i	2.3	i	i	i	i	0.1	i	i	i	i
CCS(=O)(=O)C(C)(CCl)C(=O)Nc1ccc(C(=O)OC)cc1 (stereo unspecified)	i	-1.4	i	i	i	i	-3.3	i	i	i	i
O=S(=O)(Nc1ccccn1)c1cc(Cl)ccc1Cl	i	2.7	i	i	i	i	-1.3	i	i	i	i
CCCN1CCN(C(=O)c2oc3ccccc3c2NC(=O)COc2ccc(OC)cc2)CC1	i	-5.8	i	i	i	i	2.2	i	i	i	i
O=C(O)c1cc2ccccc2c(=O)s1	i	1.2	i	i	i	i	-1.6	i	i	i	i
Cc1ccc(CCN2CC(C(=O)NC3CCCCC3)CC2=O)cc1 (stereo unspecified)	i	1.1	i	i	i	i	-4.6	i	i	i	i
CC(Oc1ccc(Cl)cc1Cl)C(=O)NNC(=O)c1cccnc1 (stereo unspecified)	i	1.4	i	i	i	i	-5.6	i	i	i	i
C(=C\c1ccccc1)/CN1CCN(Cc2ccc3c(c2)OCO3)CC1	i	-0.9	i	i	i	i	-4.0	i	i	i	i
CC(C)(C)c1nn(-c2ccccc2)c2[nH]c(=O)c(C=O)cc12	i	4.2	i	i	i	i	4.2	i	i	i	i
CC1(C)CC(=O)C(C2(O)C(=O)N(Cc3ccccc3)c3ccccc32)CO1 (stereo unspecified)	i	4.4	i	i	i	i	7.0	i	i	i	i
COc1ccc2[nH]cc(CCNC(=O)Cc3c(F)cccc3Cl)c2c1	i	3.0	i	i	i	i	-7.4	i	i	i	i
C1CCC(NC2=NCCC2)CC1	i	-9.7	i	i	100*	i	-3.1	i	i	i	i
COc1ccc(C2CC(c3ccc4ccccc4c3)=NN2C(=O)CN2CCC(C(N)=O)CC2)cc1 (stereo unspecified)	i	.	i	i	i	i	14.1	i	i	i	i
CC(Oc1ccc(Cl)cc1)C(=O)NCCCn1ccnc1 (stereo unspecified)	i	3.2	i	i	i	i	-6.8	i	i	i	i
COc1ccc(N2CCN(C(=O)C3CCCN(S(=O)(=O)c4c(C)noc4C)C3)CC2)cc1 (stereo unspecified)	i	1.6	i	i	i	i	-7.6	i	i	i	i
CC(C)C[C@H](NC(=O)N1CC(=O)Nc2ccccc21)C(=O)N1CCC[C@H]1C(=O)O	i	0.0	i	i	i	i	-1.2	i	i	i	i
Cc1cc(C(=O)NCc2ccc(C(=O)O)o2)c(C)o1	i	-14.5	i	i	i	i	-19.1	i	i	i	i
CSc1ccc(C(=O)C2CCCN(C(=O)c3cccnc3SC)C2)cc1 (stereo unspecified)	i	.	i	i	i	i	-20.0	i	i	i	i
CC(C)C(=O)Nc1nnc(SCC(=O)NCC2CCCO2)s1 (stereo unspecified)	i	-4.8	i	i	i	i	-4.6	i	i	i	i
COc1ccc(S(=O)(=O)N2CCC(C(=O)Nc3ccc(OC)c(OC)c3)CC2)cc1C	i	-7.5	i	i	i	i	-3.8	i	i	i	i
c1ccc(C(c2ccccc2)c2nc(-c3cccnc3)no2)cc1	i	2.9	i	i	i	i	-4.1	i	i	i	i
CCOC(=O)N1CCN(C(=O)COC(=O)Cc2ccc(Cl)cc2)CC1	i	9.0	i	i	i	i	-0.5	i	i	i	i
CCOc1ccc(CCNC(=O)c2ccc(CS(=O)Cc3ccc(Cl)cc3)o2)cc1 (stereo unspecified)	i	-4.6	i	i	i	i	0.0	i	i	i	i
Cc1cccc(N2CCN(Cc3ccc(Br)o3)CC2)c1C	i	0.8	i	i	i	i	7.8	i	i	i	i
Cc1ccc(NC(=S)NCCSc2ccc(Cl)cc2)c(C)c1	i	-3.2	i	i	i	i	-1.8	i	i	i	-6.34*

More entries.
SMILES	RGS4 pot	HDAC3 inhib	MrgX1 PAM	TRPC6 act	TMEM16A inh	ANO1 activ	SKKanGAS inh	RGS4 block	TRPC6 inh	MrgX1 agonist	MrgX1 antagonist
COC(=O)C1=C[C@@H](C(=O)OC)[C@@H]2C3=C(C(=O)[C@@]2(C)NC(=O)c2ccccc2)[C@H](c2ccccc2)n2c(=O)n(-c4ccccc4)c(=O)n2[C@@H]3C1	i	2.7	i	i	i	.	4.7	i	i	i	i
O=[N+]([O-])c1ccc2nc(-c3ccccc3)oc2c1	i	2.0	i	i	i	i	-5.0	i	i	i	i
CC(=O)NCCC(=O)Nc1nc(-c2ccc3ccccc3c2)cs1	i	.	.	i	.	i	-2.8	i	i	.	.
Cc1ccc(/C=C/C(=O)OC(C)C(=O)Nc2ncc(Cl)cc2Cl)o1 (stereo unspecified)	i	-11.4	i	i	i	i	-0.2	i	i	i	i
CCOC(=O)c1c(C)n(CC(O)c2ccccc2)c2ccc(O)cc12 (stereo unspecified)	i	2.1	i	i	i	i	-14.5	i	i	i	i
Cc1c(N(C)C(=O)COc2ccc3ccccc3c2)c(=O)n(-c2ccccc2)n1C	i	0.2	i	i	i	i	6.0	i	i	i	i
CC1CC(C)CN(C(=O)c2ccc(S(=O)(=O)N3CCCC3)cc2)C1 (stereo unspecified)	i	-9.1	i	i	i	i	-3.1	i	i	i	i
CCOC(=O)c1ccccc1NC(=O)CSc1ccc(-c2ccccn2)nn1	i	.	i	i	i	i	3.6	i	i	i	i
CC(/C=N/NC(=O)CCn1nnc2ccccc21)=C\c1ccccc1	i	4.0	i	i	i	i	-16.2	i	i	i	-7.66*
COc1c(Cl)ccc(Cl)c1C(=O)NCc1ccco1	i	-4.0	i	i	i	i	-12.7	i	i	i	i
COc1ccc(CSc2nnc(-c3ccncc3)n2N)cc1	i	2.1	i	i	i	i	-0.7	i	i	i	i
CCc1c(C)c(C#N)c2nc3ccccc3n2c1NCc1ccccn1	i	-8.5	i	i	i	i	-5.8	i	i	i	i

Screening data as filed in PubChem BioAssay.

Compounds were not picked by outcome; 6.7% or so of the library scored in one or more.
